# Source: PubChem
# RmlCD inh 1536: inhibitors of Mycobacterium tuberculosis RmlC and RmlD coupled enzymes; P9WH09+P9WH11; RmlC+RmlD coupled enzyme assay, percent inhibition; primary screen in compound mixtures; inhibition, % at 3.6 µM; hit rate 0.03% among 160,000; in the data active means inhibition mostly above about 34%, no sharp cut-off; further: some results filed as inactive read as strong as hits
# Target sequence (P9WH09 whole entry, looked up): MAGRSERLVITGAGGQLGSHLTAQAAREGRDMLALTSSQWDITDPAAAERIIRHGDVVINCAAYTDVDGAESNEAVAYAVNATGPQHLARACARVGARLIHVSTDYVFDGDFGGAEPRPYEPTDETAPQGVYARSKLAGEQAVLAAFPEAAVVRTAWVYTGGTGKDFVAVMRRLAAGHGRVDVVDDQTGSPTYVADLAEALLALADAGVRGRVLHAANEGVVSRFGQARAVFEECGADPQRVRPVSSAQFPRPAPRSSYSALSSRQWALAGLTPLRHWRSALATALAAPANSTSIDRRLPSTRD
# Target sequence (P9WH11 whole entry, looked up): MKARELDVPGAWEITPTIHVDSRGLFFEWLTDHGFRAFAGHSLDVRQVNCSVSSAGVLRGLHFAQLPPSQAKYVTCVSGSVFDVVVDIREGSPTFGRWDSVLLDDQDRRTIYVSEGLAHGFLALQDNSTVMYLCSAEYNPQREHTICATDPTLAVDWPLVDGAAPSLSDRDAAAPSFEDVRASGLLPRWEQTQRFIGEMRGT
# M. tuberculosis GlmU: inhibition of mycobacterial GlmU enzyme – biochemical, glucosamine-1-phosphate acetyltransferase (AID 1376); M. tuberculosis GlmU acetyltransferase enzyme assay; higher % means a stronger effect; one-dose inhibition, %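 (tested at 30 µM in the primary screen)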; IC50 in µM for titrated hits; hit rate 0.25% among 220,000; in the data active means inhibition above about 13%;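 further: 0% = complete reaction with vehicle and 100% = reaction without substrate; strong numbers were not always called active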
# An asterisk follows results filed as active; . = not tested or not shown.
Structure	RmlCD inh 1536	M. tuberculosis GlmU
CCOC(=O)c1sc(Nc2nc3c(F)cccc3s2)cc1C	0	-3.9%
CCN(CCCNc1ncnc2nc[nH]c12)c1cccc(C)c1	3	4.2%
CC(C)OC(=O)CSc1nc(Cc2ccccc2)nc2ccccc12	10	-4.0%
O=C(c1cccs1)N(Cc1cccc(Cl)c1)C1CCS(=O)(=O)C1 (configuration not stated)	.	7.6%
O=C(O)c1cc(-c2cccs2)nn1-c1cccc(Cl)c1	6	-1.1%
CCc1nn2c(=O)cc(N3CCN(c4cc(C)nc5ccccc45)CC3)nc2s1	4	-0.9%
Cc1nnc(N/N=C/c2ccccc2O)n1N	-12	1.1%
CCCCCCCCOC(=O)/C=C/c1c(C)[nH]c(=O)[nH]c1=O	0	3.2%
CCc1ccc(OCC(=O)NNC(=O)c2cc3ccccc3o2)cc1	4	5.1%
O=C1C2CC=C(Cl)CC2C(=O)N1CC1Cc2ccccc2CO1 (configuration not stated)	.	1.9%
Nc1nn2c(C(F)(F)F)cc(=O)[nH]c2c1N=Nc1cccc(F)c1	4	4.7%
Cc1ccccc1OCc1nc(-c2ccc(NC(=O)c3cccs3)cc2)no1	-12	3.1%
O=C(CN1C(=O)C2CC=C(Cl)CC2C1=O)N1CCOCC1 (configuration not stated)	.	-3.6%
Nc1ccc(C(=O)c2ccccc2C(=O)O)cc1Cl	-8	7.8%
COC(=O)/C(C#N)=C/c1c[nH]c2ccccc12	33	-1.0%
COC(=O)[C@H](CC(C)C)NC(=O)Nc1ccc2c(c1)OCCO2	.	-6.4%
Cc1ccccc1OCC(=O)NNC=O	-9	1.9%
CCN(CC)S(=O)(=O)c1ccc(Cl)c(NC(=O)COc2ccc3c(C)cc(=O)oc3c2)c1	9	0.8%
O=C(CCSc1nc(-c2ccco2)cc(C(F)(F)F)n1)N1CCCc2ccccc21	-9	1.9%
Cc1cc(C)nc(N2CCN(c3nc(C)cc(C)n3)CC2)n1	-9	-4.2%
CC1CCC(C(C)C)C(OC(=O)CSc2nc(N)cc(=O)[nH]2)C1 (configuration not stated)	.	-3.6%
Cc1ccn2cc(CNS(=O)(=O)c3cccs3)nc2c1	3	-0.5%
Cc1cccc2cc(CN(CCCO)C(=O)Nc3ccc(Cl)cc3)c(=O)[nH]c12	-8	1.1%
COc1cc(C(=O)Nc2cccc(-c3nncn3C)c2)cc(OC)c1OC	16	0.9%
Cc1n[nH]c(=O)nc1NCCc1ccccc1	.	2.6%

# Profiles from above. Values in the order: RmlCD inh 1536, M. tuberculosis GlmU
# COc1cc(C(=O)Nc2cccc(-c3nncn3C)c2)cc(OC)c1OC is listed as 16, 0.9%
# Nc1nn2c(C(F)(F)F)cc(=O)[nH]c2c1N=Nc1cccc(F)c1 is listed as 4, 4.7%
# O=C1C2CC=C(Cl)CC2C(=O)N1CC1Cc2ccccc2CO1 (configuration not stated) is listed as ., 1.9%
# Cc1nnc(N/N=C/c2ccccc2O)n1N is listed as -12, 1.1%
# O=C(c1cccs1)N(Cc1cccc(Cl)c1)C1CCS(=O)(=O)C1 (configuration not stated) is listed as ., 7.6%

# Next entries.
Structure	RmlCD inh 1536	M. tuberculosis GlmU
CCC(C)C(NC(N)=O)C(=O)Nc1ccc(OCc2ccccc2)cc1 (configuration not stated)	-8	4.4%
O=[N+]([O-])c1ccc(/C=[N+](\[O-])CCO)o1	-10	2.9%
CCCCC(=O)Nc1ccc(C(=O)N2CCCC(C(=O)OCC)C2)cc1 (configuration not stated)	6	3.1%
COc1cccc(-n2nc(C(C)=O)c(=O)[nH]c2=O)c1	11	3.8%
CSc1nnc(CCNC(=O)OC(C)(C)C)o1	12	-1.6%
Cc1nnc2sc(-c3cccc(NC(=O)c4cccnc4)c3)nn12	.	1.1%
CCOc1ccc2nc(SCC(=O)NCc3ccc(OC)c(OC)c3)[nH]c2c1	-6	6.3%
O=C(CN1CCN(Cc2ccccc2)CC1)NCC1COc2ccccc2O1 (configuration not stated)	-7	-0.6%
COc1cccc(NC(=O)NC2(C(F)(F)F)Oc3ccccc3O2)c1	.	2.7%
CCCOc1ccc(OCCCCNC(C)CC)cc1 (configuration not stated)	.	-0.2%
CCCc1ccc(Oc2cn[nH]c2-c2ccc(O)c(C)c2O)cc1	0	-6.2%
O=C(COC(=O)c1ccc(S(=O)(=O)N2CCOCC2)cc1)NC1CCCC1	.	-2.2%
O=S(=O)(Nc1ccccn1)c1ccc(Cl)cc1	.	-5.8%
CCn1cc(C(=O)NCC2CCCO2)c(=O)c2cc(S(=O)(=O)N3CCCCCC3)ccc21 (configuration not stated)	1	-0.2%
COCC1=C(C(=O)OC(C)OC(=O)OC(C)C)N2C(=O)[C@@H](NC(=O)/C(=N\OC)c3csc(N)n3)[C@H]2SC1 (some centres not stated)	.	1.5%
CCCSc1nsc(N)n1	-8	5.0%
O=C(Nc1ccc(F)cc1)C1CCCO1 (configuration not stated)	-11	-1.0%
CNC(=O)Oc1cccc(-c2cn3cc(OC(=O)NC)ccc3n2)c1	-5	7.5%
Cc1ccc(NC(=O)OCCN2CCN(Cc3ccccc3)CCC2=O)cc1	.	3.4%
COc1cc(NC2c3ccccc3C(=O)N2Cc2ccccc2Cl)cc(OC)c1OC (configuration not stated)	-5	-3.7%
CCNC(=S)N/N=C(\C)c1ccc2ccccc2c1OC(F)F	.	-0.2%
CC(C)(C)c1ccc(S(=O)(=O)Nc2cccnc2)cc1	15	-5.3%
CCOc1ccc(N2C(=O)CC(N(CCc3ccc(S(N)(=O)=O)cc3)C(C)=O)C2=O)cc1 (configuration not stated)	12	-2.0%
CC(=O)Nc1ccc(NC(=O)C(C)OC(=O)CNS(=O)(=O)c2cccc(Cl)c2)cc1 (configuration not stated)	-4	-2.1%
Cc1cc(C)c2[nH]c(=S)cc(C)c2c1	11	2.8%

# Two of the compounds above, with each value named.
CCn1cc(C(=O)NCC2CCCO2)c(=O)c2cc(S(=O)(=O)N3CCCCCC3)ccc21 (configuration not stated)
  RmlCD inh 1536 = 1; M. tuberculosis GlmU = -0.2%

COCC1=C(C(=O)OC(C)OC(=O)OC(C)C)N2C(=O)[C@@H](NC(=O)/C(=N\OC)c3csc(N)n3)[C@H]2SC1 (some centres not stated)
  RmlCD inh 1536 = .; M. tuberculosis GlmU = 1.5%

# Continued.
Structure	RmlCD inh 1536	M. tuberculosis GlmU
CN1CCN(CCP(=O)(c2ccccc2)c2ccccc2)CC1	.	-2.9%
COCCOC(=O)c1c(C)oc2ccc(OC(=O)c3cccs3)cc12	5	-1.6%
C=C(C)C(=O)N1CC2(CC(c3cccc(NC(=O)c4ccccc4)c3)=NO2)C[C@@H]1C(N)=O (some centres not stated)	.	3.1%
CC(=C/c1ccccc1)/C=N/N1CCN(Cc2ccc(C)cc2)CC1	1	0.8%
COC(=O)C1=C(C)N(C)C(=O)/C1=C\c1cccs1	.	1.8%
CSc1ccc(/C=N/n2c(C)cc(C)cc2=O)cc1	-9	-2.2%
CCOc1ccc(-n2c(-c3ccc(Br)cc3)c[n+]3c2CCCCC3)cc1	-1	-9.4%
CSc1nsc2nc(=O)c(/C=C3\C(C)=Nc4ccccc43)c(N)n12	11	-0.4%
COC(=O)CSc1cc(C)nc2ccc(OC)cc12	-3	-1.7%
CCC(C)NC(=O)Cn1c(COc2ccc(Cl)cc2Cl)nc2ccccc21 (configuration not stated)	6	0.2%
COc1cc(OC)c(NS(=O)(=O)c2cc(C(=O)OC(C)C(=O)NC3CC3)c(Cl)cc2Cl)cc1Cl (configuration not stated)	3	2.6%
Cc1ccc([N+](=O)[O-])cc1S(=O)(=O)Nc1ccc(C(=O)N(C)C)cc1	8	2.2%
CCC(C(=O)Nc1ccccc1-c1ccccc1)c1ccccc1 (configuration not stated)	16	-6.4%
COCCn1c(-c2ccccc2)cnc1SCC(=O)Nc1cccc2ccccc12	-3	-2.9%
Cc1cccc(NC(=O)c2csnn2)n1	7	2.1%
COc1cc(C2C(C(=O)N3CCOCC3)=C(C)NC3=C2C(=O)CCC3)ccc1OC(C)=O (configuration not stated)	.	-3.6%
COc1c(OC(C)=O)ccc(/C=C/c2ccc3cccc(OC)c3n2)c1[N+](=O)[O-]	-4	-1.7%
Cc1ccc2nc(NC(=O)CSc3ncnc4c3oc3ccccc34)sc2c1	8	.
CCOc1ccc(C(C)=O)cc1CN1C(=O)C(=O)N(CC)C1=O	3	-7.2%
COC(=O)C(C)Sc1nnc(Cc2cc(=O)[nH]c(=O)[nH]2)n1-c1cc(C)ccc1C (configuration not stated)	-8	-2.8%
COc1ccc(C(=O)Nc2nc3ccccc3[nH]2)cc1OC	14	-2.3%
O=C(Nc1ccc2c(c1)OCCO2)c1cccnc1Oc1ccc(Cl)cc1	-17	5.5%
N/C(=N\OC(=O)Cc1ccc(-c2ccccc2)cc1)c1cccc([N+](=O)[O-])c1	5	-1.0%
COc1ccc(NC(=O)Nc2nnc(C(C)(C)C)s2)cc1	11	6.1%
CCN1CCn2c1nc(N1CCOCC1)nc2=O	19	0.9%
Cc1onc(-c2ccccc2Cl)c1C(=O)N1CCc2ccccc2C1	-11	3.6%
Cc1ccc(C2OC(=O)c3ccccc32)cc1 (configuration not stated)	-12	3.6%
COC(=O)c1cccc(N2C(=O)c3cccnc3C2=O)c1	-14	1.3%
CN(C)CCCNc1oc(/C=C/c2ccccc2)nc1C#N	-3	-1.1%
CCOC(=O)C1=C(C)NC(=O)NC1c1ccc(-c2ccc(F)cc2)o1 (configuration not stated)	.	-0.1%
O=C(N/N=C/c1cccc(C(F)(F)F)c1)c1cc2c(s1)-c1ccccc1CC2	12	9.4%
O=c1[nH][nH]c(C(F)(F)F)c1C=NCc1ccccc1Cl	2	2.9%
Cc1cccc(-c2nc(CS(=O)CC(=O)N3CCN(C)CC3)c(C)o2)c1 (configuration not stated)	5	3.5%
COC(=O)[C@@H](NC(=O)NCc1ccc(F)cc1)C(C)C	-6	0.1%
CCN(CC)S(=O)(=O)c1ccc(=O)[nH]c1	7	-4.9%
CC(C)c1ccc(C(O)P(=O)(OCc2ccccc2)c2ccc(N(C)C)cc2)cc1 (configuration not stated)	-6	1.3%
C/C(=N\NC(=O)Cc1c(C)[nH][nH]c1=O)c1ccc2ccccc2c1	89	-3.2%
CCOc1ccc(NC(=O)C2CC(=O)N3CCCN=C3S2)cc1 (configuration not stated)	-10	-2.1%
Cc1ccc(C(=O)C(O)C(c2ccc(C)cc2)N2CCCCC2)cc1 (configuration not stated)	-1	-1.3%
CC1CCN(C(=O)C2CCN(S(=O)(=O)c3cccc4nonc34)CC2)CC1	2	4.7%
CCC(=O)Nc1c(OC(=O)CC)ccc2c(C)cc(=O)oc12	13	3.8%
O=C(Cn1cc(C(=O)c2ccco2)c2ccccc21)NCc1ccco1	12	3.9%
COC(=O)c1ccc(C(NC(=O)c2cccnc2)NC(=O)c2cccnc2)cc1	10	-5.6%
C/C(=N\N=C(N)N)c1cc(Cl)ccc1Cl	5	-5.7%
CCOC(=O)N1CCC(n2c(SCC(=O)N3CCC(C)CC3)nc3ccccc3c2=O)CC1	.	-7.2%
CN(C)C(=O)COC(=O)[C@H](Cc1ccccc1)NC(=O)c1ccco1	4	2.2%
Cn1c(=O)c2c(nc(NCc3ccccc3)n2C)n(C)c1=O	-1	1.9%
CCc1ccccc1Nc1ccc(C(=O)O)cc1N	-2	-3.4%
O=C(CN(Cc1ccco1)C(=O)Cn1nnc(-c2cccs2)n1)NCC1CCCO1 (configuration not stated)	-8	-3.2%
O=C(NCC1CCCO1)c1ccc2ccccc2n1 (configuration not stated)	102	-4.7%

# (next part)
Structure	RmlCD inh 1536	M. tuberculosis GlmU
CCOc1ccc(-n2c(-c3cccs3)nc3ccccc3c2=O)cc1	-15	-4.3%
O=C(N/N=C/c1ccc(-c2ccc(S(=O)(=O)Nc3ncccn3)cc2)o1)c1cc2ccccc2cc1O	10	.
CCCCCCOc1ccc(CN2CCN(C)CC2)cc1	15	-6.7%
CC1=NN(c2ccccc2)C(=O)/C1=C/c1cc2cc(C)ccc2nc1N1CCCCC1	-8	3.6%
COc1ccc2[nH]c(C(=O)Nc3ncc(C)cc3Br)cc2c1	-9	-3.6%
CN(C(=O)Nc1ccc(Cl)c(Cl)c1)c1ccccc1C(=O)O	-7	-2.4%
CC1(C)CC(=O)C(CC2=C(O)CC(C)(C)CC2=O)C(=O)C1	.	4.2%
CCOC(=O)/C=C/C(=O)Nc1cccc([N+](=O)[O-])c1	3	5.6%
COc1ccccc1C(=O)OCc1c(F)cccc1Cl	-3	-2.5%
CC(C)C(C(=O)NC(C)(C)C)N1C(=O)c2ccccc2C1=O (configuration not stated)	2	2.1%
O=C(CCS(=O)(=O)c1ccccc1)Nc1ccc2c(c1)OCO2	14	-1.8%
Cc1ccc(Cn2nc(C)c(NC(=O)c3noc4c3CCCCC4)c2C)cc1	-1	6.5%
O=C(Nc1ccc2c(c1)CCC2)C1CCCN(c2ncccn2)C1 (configuration not stated)	.	-1.0%
CCCc1nc2oc3c(=O)[nH]cnc3c2c2c1CCCC2	.	2.5%
Cc1ccc(CC2C(=O)N(CC(=O)O)C(=O)C2C)cc1 (configuration not stated)	-1	0.0%
CC(OC(=O)c1ccccc1O)C(=O)Nc1ccc(Cl)cn1 (configuration not stated)	-6	1.6%
CCOC(=O)C1CCN(C(=O)COc2cc(C)c(Br)cc2C)CC1	7	4.0%
COc1cc2c(cc1OC)C(C(=O)N1CCCCC1)C(c1ccccc1F)N(C)C2=O (configuration not stated)	2	-3.3%
CCN(CC)c1ccc(CN(C(=O)c2ccco2)C2CCS(=O)(=O)C2)cc1 (configuration not stated)	6	.

# This is a subset, so the mix of outcomes need not match the whole.
